High-throughput results from PubChem BioAssay.
human PMI inhibition: inhibitors of human PMI, primary screen, biochemical, fluorescence intensity, coupled assay (AID 1209); Mannose-6-phosphate isomerase (Homo sapiens); purified PMI enzyme, coupled fluorescence intensity; higher % means a stronger effect; hit rate 0.42% among 190,000; inhibition, % at 20 µM, or IC50 in µM where a hit was titrated;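 note: plate controls were DMSO vehicle for no effect and wells lacking substrate for full effect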
PMI inhibition: human PMI inhibitors, high substrate, primary screen, biochemical, fluorescence intensity, high mannose 6-phosphate (AID 1220); Mannose-6-phosphate isomerase (Homo sapiens); recombinant PMI enzyme, coupled fluorescence intensity; higher % means a stronger effect; one-dose inhibition, % at 20 µM; IC50 in µM for titrated hits; hit rate 0.66% among 190,000
TNAP activation fold: human TNAP enzyme activators, primary screen, biochemical, luminescent, no phosphate acceptor, uHTS (AID 1001). Alkaline phosphatase, tissue-nonspecific isozyme (Homo sapiens). purified TNAP, luminescent activation assay, no phosphate acceptor; higher activation fold means a stronger effect. activation fold at 20 µM; hits with a dose series show EC50 in µM. hit rate 0.03% among 200,000; in the data active = activation fold from about 3, or a potency from the dose series; inactive = the rest, 99 in 100 with activation fold below about 1.6; note: many of its hits are not listed in these tables
P. falciparum M1AAP: P. falciparum M1AAP inhibitors, biochemical, fluorogenic H-Leu-NHMec substrate, 1536-well (AID 1445) | hit rate 0.42% among 220,000 | recombinant M1AAP, H-Leu-NHMec fluorogenic kinetic assay; higher % means a stronger effect | one-dose inhibition, % at 30 µM; IC50 in µM for titrated hits;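 active = primary inhibition above the hit cutoff, then over 50% inhibition at one or more dose response concentrations, cut at about 23% in these data, passing the limit was not always enough; inconclusive = conflicting primary data, or primary hits not chosen for dose response; inactive = low primary inhibition, or under 50% at every dose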;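 note: plate controls were DMSO full reaction for no effect and no enzyme background for full effect; strong numbers were not always called active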
LYP phosphatase: inhibitors of LYP phosphatase, biochemical, fluorescence intensity, uHTS (AID 1779); Tyrosine-protein phosphatase non-receptor type 22 (Homo sapiens); recombinant LYP phosphatase, fluorescence intensity; higher % means a stronger effect; inhibition, % at 11.5 µM, or IC50 in µM where a hit was titrated; hit rate 0.054% among 290,000;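 note: plate controls were vehicle with enzyme for no effect and no enzyme for full effect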
XIAP displacement: XIAP antagonists, biochemical, IAP family, fluorescence polarization (AID 1018) | hit rate 0.007% among 200,000 | XIAP BIR domain, fluorescence polarization peptide displacement; higher % means a stronger effect | one-dose displacement, % at 20 µM; IC50 in µM for titrated hits; in the data active = displacement above about 50%; note: a part of the inactive calls stands beside numbers as strong as those of hits
Myeloid diff MLP: induction of myeloid progenitor differentiation, primary screen, cell-based, flow cytometry, MLPCN library; ER-HoxA9 myeloid progenitors, lysozyme-GFP differentiation; calls only at 10 µM; hit rate 1% among 360,000; AID 624256, 2012;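 active = normalized GFP-positive differentiation at or above the plate's own cutoff, the solvent-only control mean plus 3 SD; inconclusive = no clear call, values can overlap the other calls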;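 note: cells exposed to compound for four days before flow analysis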
CSM14.1 death rescue: rescue of cells from ER stress-induced death, primary screen, 384-well, CSM14.1, thapsigargin, ATP luminescence (AID 1222). CSM14.1 thapsigargin-induced death rescue, ATP luminescence; higher % means a stronger effect. cellular ATP content (survival), % at 20 µM; hits with a dose series show EC50 in µM. 190,000 tested, under 10 active;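 active = EC50 below 50 µM in the dose-response confirmation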;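 note: death triggered by thapsigargin at about 15 µM added after 2 h compound pretreatment; cell ATP read after overnight thapsigargin exposure of roughly 18 to 22 hours; normalized against plate controls of thapsigargin alone and 5% DMSO vehicle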
P. falciparum M17LAP: P. falciparum M17LAP inhibitors, primary screen, biochemical, fluorogenic H-Leu-NHMec substrate, 1536-well (AID 1619); recombinant M17LAP, H-Leu-NHMec fluorogenic kinetic assay; higher % means a stronger effect; hit rate 0.38% among 220,000; Leucine aminopeptidase (Plasmodium falciparum (isolate 3D7)); inhibition, % at 30 µM; hits with a dose series show IC50 in µM;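 active = compound inhibiting the enzyme by more than half at any dose during confirmatory dose-response retesting; inconclusive = strong single-dose inhibitors picked by rank but not retested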;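 note: plate controls were full reaction with DMSO carrier for no effect and no enzyme background for full effect; strong numbers were not always called active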
Myeloid diff MLP GFP+ MAC1+ %: second read-out of Myeloid diff MLP, no call of its own (marks repeat the call); GFP+ MAC1+ double positive, %; measured here: differentiation confirmed by MAC1 staining
The depositor's hits bear a star; i = inactive; ? = inconclusive; . = not tested or not shown; + = active, no number. Cut-off read from the data, not from the text of the source, unless noted: active = inhibition above about 50%; inactive = the rest.

SMILES,human PMI inhibition,PMI inhibition,TNAP activation fold,P. falciparum M1AAP,LYP phosphatase,XIAP displacement,Myeloid diff MLP,Myeloid diff MLP GFP+ MAC1+ %,CSM14.1 death rescue,P. falciparum M17LAP
COc1ccc(S(=O)(=O)N2CCC(C(=O)NCc3ccccn3)CC2)cc1Cl,17%,15%,1.1,11%,-1%,-2.4%,i,0.9,.,-2%
Clc1ccc(Cc2nnc(-c3ccccc3Br)o2)cc1,10%,15%,1.1,3%,-4%,-4.4%,i,2.0,3.5%,-6%
O=C(Nc1nnc(C2=COCCO2)o1)c1ccc(S(=O)(=O)N2CCOCC2)cc1,-39%,-16%,1.1,2%,-6%,-5.9%,i,0.2,0.4%,1%
CC1CN(c2cc(=O)n(-c3ccccc3)c(=O)[nH]2)CC(C)O1 (stereo not drawn),4%,4%,1.1,4%,-2%,0.6%,i,1.3,0.0%,-11%
O=C(/C=C/c1c(F)cccc1Cl)Nc1nn[nH]n1,-12%,-5%,1,12%,-1%,-7.3%,i,0.2,-0.2%,6%
Cc1ccc(Cn2cc(SCC(N)=O)c3ccccc32)cc1,11%,8%,1,1%,-3%,-15%,i,1.0,-1.0%,-4%
COc1ccc(CNC(=O)c2cc(-c3ccco3)on2)cc1,28%,21%,1,-1%,-3%,-7.0%,i,0.5,-2.3%,-3%
COc1ccc(C(CNC(=O)COc2ccc(Br)cc2F)N2CCCC2)cc1 (stereo not drawn),6%,2%,1.1,3%,-6%,-4.7%,i,0.4,-1.5%,3%
C/C(=N\NC(=O)CSc1nnc(C)s1)c1ccc(Cl)cc1,10%,1%,0.9,-1%,-6%,-2.1%,i,0.6,-0.7%,1%
CC1CCCN(C(=O)c2ccc3c(c2NCCO)C(=O)c2ccccc2C3=O)C1 (stereo not drawn),13%,3%,0.8,11%,-6%,-4.4%,i,0.7,-1.7%,-7%
CCN1C(=O)C(O)(C2COC(C)(C)CC2=O)c2ccccc21 (stereo not drawn),-6%,-4%,1,-1%,-2%,-4.6%,i,1.2,-1.0%,1%
CCC(=O)c1ccc(SC(=O)N(C)C)cc1O,.,.,.,1%,2%,.,i,0.1,.,9%
Cc1ccc(C)c(C(C)NC(=O)C2C3CCC(O3)C2C(=O)O)c1 (stereo not drawn),9%,7%,1.1,0%,-7%,-2.1%,.,.,-0.5%,-2%
CCOC(=O)c1cc(CC)sc1NC(=O)CC1SC(N)=NC1=O (stereo not drawn),-3%,-6%,2,2%,5%,-4.7%,i,0.4,-1.1%,1%
O=C(COc1ncnc2ccccc12)Nc1cccc(S(=O)(=O)N2CCOCC2)c1,8%,6%,1.1,2%,-5%,-7.1%,i,0.5,-0.9%,-1%
CCCCCC(=O)Nc1ccc(-c2cn3cccnc3n2)cc1,-29%,-18%,1.1,10%,-23%,-9.6%,i,0.1,-0.9%,-44%
CN(C(=O)/C=C/c1ccc([N+](=O)[O-])s1)c1ccccc1,-6%,1%,1.1,-4%,-2%,-5.2%,?,.,2.4%,0%
CCCc1nc(SCC(=O)c2ccccc2)c2c(=O)n(C)c(=O)n(C)c2n1,15%,13%,1.1,6%,1%,0.6%,i,1.6,-1.0%,6%
OCCNc1nc(SCc2ccccc2)nc2sc3c(c12)CCC3,16%,14%,1,20%,5%,0.3%,i,0.7,-1.4%,-1%
O=C(CNC(=S)N(Cc1ccccc1)Cc1cccnc1)NC1CCCCC1,-1%,4%,0.9,3%,-5%,4.2%,i,0.5,1.8%,12%
COc1ccc2c(COC(=O)CC3Sc4ccccc4NC3=O)cc(=O)oc2c1 (stereo not drawn),13%,1%,1.1,14%,-8%,-8.5%,i,1.2,-5.6%,-7%
CCOC(=O)c1cc2occc2n1CC(=O)NC1CCCCC1C (stereo not drawn),-6%,8%,1.2,7%,-2%,-2.7%,i,5.6,-1.7%,0%
O=C(Nc1ccon1)c1ccc(OC2CCCC2)cc1,7%,12%,1.1,-1%,2%,-0.8%,i,0.6,-0.9%,4%
CC(=O)N/C(=N/c1nc(C)cc(C)n1)Nc1ccc(NC(C)=O)cc1,3%,8%,1,4%,-3%,-3.4%,i,3.4,-1.8%,11%

Profiles from above.
CCOC(=O)c1cc2occc2n1CC(=O)NC1CCCCC1C (stereo not drawn) is entered as human PMI inhibition: -6%; PMI inhibition: 8%; TNAP activation fold: 1.2; P. falciparum M1AAP: 7%; LYP phosphatase: -2%; XIAP displacement: -2.7%; Myeloid diff MLP: i; Myeloid diff MLP GFP+ MAC1+ %: 5.6; CSM14.1 death rescue: -1.7%; P. falciparum M17LAP: 0%
CCOC(=O)c1cc(CC)sc1NC(=O)CC1SC(N)=NC1=O (stereo not drawn) is entered as human PMI inhibition: -3%; PMI inhibition: -6%; TNAP activation fold: 2; P. falciparum M1AAP: 2%; LYP phosphatase: 5%; XIAP displacement: -4.7%; Myeloid diff MLP: i; Myeloid diff MLP GFP+ MAC1+ %: 0.4; CSM14.1 death rescue: -1.1%; P. falciparum M17LAP: 1%

Additional results.
SMILES,human PMI inhibition,PMI inhibition,TNAP activation fold,P. falciparum M1AAP,LYP phosphatase,XIAP displacement,Myeloid diff MLP,Myeloid diff MLP GFP+ MAC1+ %,CSM14.1 death rescue,P. falciparum M17LAP
CCN(CC)c1ncnc2ccc(Br)cc12,-8%,-8%,0.9,7%,-13%,-6.5%,i,0.2,0.2%,-14%
O=C(CSc1nc2ccccc2o1)c1ccccc1,6%,11%,1.1,7%,-3%,-2.7%,i,0.8,-1.9%,7%
CCOP(=O)(CN(CC)C(=O)c1ccccc1Br)OCC,.,.,.,4%,-5%,.,i,0.7,.,-9%
Cc1cc(C)cc(N2C(=O)C3C4C=CC(C4)C3C2=O)c1 (stereo not drawn),7%,7%,1,1%,-7%,-5.2%,i,0.8,-1.1%,1%
COc1cccc(/C=C/C(=O)Nc2ccc3nc4n(c(=O)c3c2)CCCC4)c1OC,-19%,-8%,1,2%,1%,-7.0%,i,0.1,-2.4%,3%
Cc1ccc(S(=O)(=O)N2CCN(c3nc(C)nc4sc(C)c(C)c34)CC2)cc1,15%,13%,1.1,0%,5%,-9.9%,.,.,-3.6%,4%
CC(C)(C)c1ccc(OCCN2CCCC2)cc1,6%,2%,1.1,3%,-9%,-3.1%,i,7.4,-3.9%,13%
O=C(/C=C/c1ccco1)Nc1nc(-c2ccccn2)cs1,16%,26%,1.7,-1%,6%,-4.1%,i,0.0,-4.2%,2%
CC(=O)c1cccc(Nc2cc(C)nc3c(C)cc(C)cc23)c1,-6%,-4%,1.1,3%,0%,-5.1%,i,0.3,2.7%,13%
O=C(Cn1cc(C(=O)C(F)(F)F)c2ccccc21)N1CCOCC1,-3%,13%,1.1,-2%,8%,-4.4%,i,0.3,-0.6%,-16%
CC(=O)c1ccc(N=Nc2ccc(C)cc2)cc1,-17%,-6%,1,2%,-3%,-6.2%,i,0.1,-1.1%,8%
O=C(Oc1ccc(-c2cnc3ccccc3n2)cc1)c1ccco1,0%,15%,1.1,0%,-2%,2.1%,i,1.0,-0.3%,-2%
CN1CCN(S(=O)(=O)c2ccc(Oc3ccc(F)cc3Br)nc2)CC1,.,.,.,3%,2%,.,i,0.1,.,-9%
Cc1c(NC(=O)c2cnn3c2NC(c2ccco2)CC3C(F)(F)F)c(=O)n(-c2ccccc2)n1C (stereo not drawn),-1%,-6%,1.1,-3%,0%,-3.4%,i,0.7,-1.9%,-1%
O=[n+]1c2c(n([O-])c3c1CCCC3)CCCC2,0%,0%,1.1,-2%,-10%,-9.9%,i,8.1,-2.5%,10%
CCOC(=O)c1cnc2cc(-c3ccc(Cl)cc3)nn2c1N,4%,3%,1,-1%,-2%,-2.2%,i,0.6,-1.0%,8%
Cc1cc(N2CCCC2)ccc1/C=C1\NC(=S)N(C)C1=O,37%,47%,0.7,10%,10%,-11%,i,2.7,3.1%,-1%
N=c1c2c(-c3ccccc3)c(-c3ccccc3)n(Cc3ccco3)c2ncn1CCCN1CCOCC1,2%,3%,1.2,2%,-10%,-4.5%,i,0.2,-3.0%,2%
O=C1CCC(=O)N1CNc1ccccn1,14%,9%,1.1,10%,4%,-15%,i,0.8,.,4%
CC(Oc1ccc(Cl)cc1Cl)C(=O)NCCCn1ccnc1 (stereo not drawn),2%,5%,1.1,-1%,-8%,-1.6%,+,9.8*,-2.0%,-5%
CCCCCCCC(=O)Nc1ccc(C(=O)N/N=C/c2cccc([N+](=O)[O-])c2)cc1,-12%,-13%,1.1,18%,-7%,1.3%,i,3.4,-0.2%,-2%
c1cncc(-c2nc(-c3cccs3)cs2)c1,-13%,-11%,1,-1%,1%,0.5%,+,6.0*,-1.1%,10%
CCN(CC)/C(=N/O)NC(=O)NS(=O)(=O)c1ccc(C)cc1,4%,-4%,1.1,2%,-10%,-8.0%,i,1.0,0.3%,-3%
CC(C)Oc1ccc(C(=O)Nc2cc(=O)n(C)c(=O)n2C)cc1,-10%,-6%,1,2%,-4%,-4.3%,i,2.2,-0.5%,16%
CCOc1ccc(Oc2ccccc2NC(=O)CCNC(C)=O)cc1,0%,-4%,1.1,3%,-3%,-13%,i,0.3,0.3%,-1%
CN(C)C(=O)c1cn(-c2ccccc2)nc1-c1cccc([N+](=O)[O-])c1,4%,7%,1,8%,-2%,-5.6%,i,0.2,-1.4%,-4%
Cn1ccnc1C(O)c1ccco1 (stereo not drawn),9%,12%,0.9,1%,4%,-3.4%,i,5.5,.,-7%
S=C(Nc1cccnc1)Nc1ccccc1Br,2%,-1%,1,4%,-7%,3.2%,i,0.4,-0.8%,1%
Cc1nc2ccccn2c1-c1csc(NCc2ccco2)n1,16%,10%,1.1,11%,0%,-4.8%,i,0.7,-2.5%,8%
COc1cccc(CN(CC2CCCO2)S(=O)(=O)c2ccc(-n3cnnn3)c(OC)c2)c1 (stereo not drawn),8%,7%,1.1,-3%,-9%,-2.3%,i,0.3,1.1%,-12%

Rows were taken by chance. About 2.7% of those tested had a hit in this group.
